Screening results from PubChem BioAssay.
VEEV TC-83 Vero – inhibitors of VEEV TC-83 cytopathic effect, confirmation, Vero cells (AID 588727). Vero cells, VEEV TC-83 cytopathic effect inhibition; higher % means a stronger effect. inhibition, % at 20 µM; hits with a dose series show IC50 in µM. 0.13% of 350,000 active; in the data active means a potency from the dose series; inconclusive means inhibition mostly from about 14% at the one dose, without a potency; inactive means the rest, 99 in 100 with inhibition below about 12%; further: strong numbers were not always called active
tuberculosis growth – growth inhibition of non-replicating M. tuberculosis (AID 488890) | Mycobacterium tuberculosis non-replicating, growth inhibition; higher % means a stronger effect | inhibition, % at 25 µM, or IC50 in µM where a hit was titrated | 0.39% of 320,000 active; in the data active means a potency from the dose series; inconclusive means inhibition mostly from about 82% at the one dose, without a potency; inactive means the rest, 99 in 100 with inhibition below about 76%;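 further: plate controls were DMSO cells for no effect and high antibiotic wells for full effect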
influenza NS1A – H1N1 influenza NS1A inhibitors, functional cell based assay (AID 504329); NS1A functional cell-based assay, percent inhibition; higher % means a stronger effect; one-dose inhibition, % at 12.5 µM; IC50 in µM for titrated hits; 0.3% of 340,000 active; in the data active means a potency from the dose series; inconclusive means inhibition above about 27% without an active follow-up result; further: strong numbers were not always called active
Salmonella PhoP GFP – PhoP regulon inhibitors, Salmonella typhi PhoP promoter GFP reporter, confirmatory (AID 1850); one-dose inhibition, % at 50 µM; IC50 in µM for titrated hits; Salmonella Typhi PhoP-promoter GFP reporter, fluorescence, 4 h; higher % means a stronger effect; 0.33% of 310,000 active; in the data active means a potency from the dose series; inconclusive means inhibition mostly from about 25% at the one dose, without a potency; inactive means the rest, 99 in 100 with inhibition below about 19%;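 further: 0% = induced wells with vehicle and 100% = uninduced wells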
H37Rv inhibition – M. tuberculosis growth inhibition, HTS (AID 449762); M. tuberculosis H37Rv growth inhibition, 7H9 media; higher % means a stronger effect; one-dose inhibition, % at 25 µM; IC50 in µM for titrated hits; 0.59% of 330,000 active; in the data active means a potency from the dose series; inconclusive means inhibition above about 70% without an active follow-up result;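 further: bacterial growth assessed after seven days of incubation; strong numbers were not always called active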
* marks the source's active call; other numbers are inactive results; i = inactive; ? = inconclusive; nt = not tested or not shown; & = joins results of further samples. This is a random part of the collection; about 1.5% have a hit in one of these screens.

mol	VEEV TC-83 Vero	tuberculosis growth	influenza NS1A	Salmonella PhoP GFP	H37Rv inhibition
C/C(=C1\SC(N2CCOCC2)=NC1=O)c1ccc(C)cc1	0.9%	33%	-3%	-6%	18%
C/C(=C\c1ccccc1)C(=O)Nc1ccc(S(=O)(=O)Nc2ncccn2)cc1	0.8%	20%	4%	-4%	2%
CC(C)OC(=O)c1cc(-c2ccc(C=O)o2)ccc1Cl	1.8%	?	-16%	-12%	9%
c1ccc2c(c1)CCN(c1nc(CN3CCOCC3)nc3sc4c(c13)CCCC4)C2	3.2%	67%	13%	-8%	14µM*
O=C(/C=C/c1cccc([N+](=O)[O-])c1)NCCN1C(=O)S/C(=C\c2cccnc2)C1=O	8.3%	29%	4%	10%	-3%
O=C(CCN1CCc2ccccc2C(c2ccccc2)C1)c1ccc2c(c1)OCCO2 (configuration not stated)	i	?	-2%	9%	42%
Cc1ccc(C(=O)C(OC(=O)c2c(C)cc(=O)oc2C)c2ccccc2)cc1 (configuration not stated)	5.4%	4%	8%	-6%	0%
CCc1[nH]nc2c1C1(CCOC1C)C(C#N)=C(N)O2 (configuration not stated)	5.8%	-7%	9%	-4%	19%
COc1ccc(CNC(=O)c2ccc(CS(=O)(=O)c3ccc(Br)cc3)o2)cc1	1.7%	22%	-4%	-10%	5%
COC(=O)c1ccccc1NC(=O)N1C[C@@H]2C[C@@H](C1)c1cccc(=O)n1C2	i	-13%	5%	-2%	-2%
Cc1cccc(N(C)c2ncnc3onc(-c4ccc(F)cc4)c23)c1C	i	26%	0%	2%	6%
CCN(C(=O)CCS(=O)(=O)c1cccc2nonc12)c1ccc(F)cc1	2.4%	9%	-9%	12%	10%
CCCc1nc(SCc2ccc(Cl)cc2Cl)n[nH]1	i	nt	1%	6%	12%
COc1ccc(C)cc1NC(=O)CC(O)(C(F)(F)F)C(F)(F)F	i	3%	-2%	11%	-1%
CC(C(N)=O)N1C(=O)NC2(CCCc3ccccc32)C1=O (configuration not stated)	1.8%	-7%	-8%	12%	3%
COc1ccc([N+](=O)[O-])cc1NC(=O)COC(=O)c1ccccc1O	8.6%	-2%	1%	-1%	4%
CCC(Sc1nc2sc(C(=O)OC)c(C)c2c(=O)n1N)C(=O)N(CC)CC (configuration not stated)	1.2%	21%	0%	-11%	14%
NC(=O)c1ncn([C@@H]2O[C@H](CNCc3cccc(OC4CCCC4)c3)[C@@H](O)[C@H]2O)n1	i	nt	-9%	nt	nt
O=c1oc(Nc2ccccc2F)nc2ccccc12	i	43%	-11%	-7%	-7%
O=C(Nc1ccc(F)cc1)c1nc[nH]c1C(=O)Nc1ccccc1[N+](=O)[O-]	i	0%	-3%	-7%	-1%
CCOC(=O)c1c(NC(=O)Cc2cccs2)sc(C(=O)N2CCCCC2)c1C	i	13%	-15%	-3%	-12%
CCC(c1nnnn1Cc1ccco1)N(Cc1ccccc1OC)Cc1cc2cc(C)ccc2[nH]c1=O (configuration not stated)	5.2%	21%	0%	-5%	-5%
CC1(C)CC2CC(C)(CN2/C=N/c2sc3c(c2C#N)CC(C)(C)NC3(C)C)C1 (configuration not stated)	i	79%	nt	3%	15%
CN(C)c1ccc(C(=O)N2CC(=O)N(CCc3ccccc3)C(=O)C2)cc1	0.2%	-11%	2%	9%	0%
COc1cc(NC(=O)COC(=O)c2cnccn2)c(C)cc1[N+](=O)[O-]	i	-3%	-4%	1%	-16%
CNC(=O)c1nnc(Cc2ccc(Cl)cc2)o1	0.2%	nt	-18%	-6%	-9%
CCCOC(=O)C1=C(C)N(C)C(=O)NC1c1cc2c(cc1Br)OCO2 (configuration not stated)	0.6%	8%	-7%	9%	0%
Cc1ccc(CNC(=O)CSc2nc3ccccc3c(=O)n2CC2CCCO2)cc1 (configuration not stated)	1.4%	12%	-8%	nt	3%
CCCn1c(=O)c(C(=O)Nc2cccc(C)c2)c(O)c2ccccc21	3.7%	-9%	-4%	2%	?
CCOC(=O)CSc1nnc(CCc2nc3ccccc3[nH]2)n1C	0.4%	-5%	-1%	-8%	-8%
Clc1cccc(-c2nnc3n2CCCCC3)c1	0.9%	13%	-5%	4%	2%
CN(C)/C=C(\C=O)c1cccc(Cl)c1	i	36%	7%	-1%	14%
CS(=O)(=O)Cc1ccc(C(=O)NC(c2ccccc2)c2ccccc2)cc1	1.6%	5%	5%	11%	-4%
CCCC(=O)Nc1ccc2nc(SCC(=O)Nc3ccc(N4CCOCC4)c(Cl)c3)sc2c1	7.5%	3%	-3%	-11%	2%
CCC(C)(C)n1nnnc1C(c1ccc(OC)c(OC)c1)N1CCN(c2ccc(OC)cc2)CC1 (configuration not stated)	1.0%	19%	-2%	-3%	-1%
O=C(Cn1cc(C(=O)c2ccccc2F)c2ccccc21)NC1CC1	i	15%	-7%	-15%	1%
COC1OCC(O)C(OC(=O)c2ccccc2)C1OC(=O)c1ccccc1 (configuration not stated)	1.1%	nt	-22%	nt	nt
O=C(NC1=NCCS1)c1cccc(NC(=O)c2ccco2)c1	7.6%	10%	3%	-11%	0%
CC1CN(c2cc(=O)n(-c3ccc(Cl)cc3)c(=O)[nH]2)CC(C)O1 (configuration not stated)	1.4%	nt	17%	nt	nt
Cc1cccc(CN(C)C)c1CC(O)(c1ccccc1)c1ccccc1	i	nt	1%	nt	nt
CC(=O)OC(C(=O)NC1CCCCC1)c1ccc(Cl)c(Cl)c1 (configuration not stated)	3.0%	17%	-10%	-17%	7%
CCn1c(NCc2ccc(OC)cc2)nc2ccccc21	i	42%	-6%	-4%	1%
O=C(Nc1nc2nc(-c3ccccc3)cc(-c3ccccc3)n2n1)c1ccco1	12%	11%	9%	10%	-5%
O=C(CCC(=O)N/N=C/c1c[nH]c2ccccc12)NCc1ccccc1	3.6%	21%	-2%	15%	-5%
CCn1c(=O)cc(SCC(=O)Nc2ccc(OC)c(OC)c2)c2ccccc21	9.6%	5%	12%	9%	-7%
Cc1ccc(/C=N/NC(=O)c2ccccc2OCc2cccc(Br)c2)o1	9.4%	46%	nt	-11%	43%
CCN(CC)S(=O)(=O)c1cccc(-c2nnc(SCCCC(=O)c3ccc(F)cc3)o2)c1	i	69%	-10%	-5%&2%	-3%
c1ccc(NC2=NCCN2CC2CCCC2)cc1	2.3%	-2%	-6%	-1%	0%
CCN(CC)S(=O)(=O)c1ccc2[nH]cc(C(=O)NC3CC3)c(=O)c2c1	0.3%	-5%	-3%	-15%	-8%
O=C(CC(NC(=O)OCc1ccccc1)C(=O)OCc1ccccc1)OCc1ccccc1 (configuration not stated)	i	nt	0%	nt	nt
Cc1ccc(C2(c3ccccc3)NC(=O)N(CC(=O)NC3CCCCC3)C2=O)cc1C (configuration not stated)	5.4%	nt	-6%	nt	nt
Cc1ccc(C)c(-c2cc(C(=O)N/N=C/c3cccnc3)c3ccccc3n2)c1	8.9%	30%	-1%	-9%	8%
O=C(CSc1nnc(-c2ccccc2)o1)Oc1ccc(Br)cc1	0.4%	?	-12%	8%	4%
CCOc1ccc(-c2noc(CCCC(N)=O)n2)cc1OC	i	-18%	1%	0%	-8%
Cn1c(=O)cc(OCC(=O)NCc2cccnc2)c2ccccc21	i	-11%	-7%	-8%	3%
O=c1c2ccc(Cl)cc2nc(-c2cccc(C(F)(F)F)c2)n1O	8.0%	0.33µM*	-29%	-12%	?
CC(=O)C[C@H]1c2cc(C(F)(F)F)ccc2S(=O)(=O)N1C1CCCCC1	i	20%	-18%	-21%	15%
Cc1cc(C)c2sc(NNC(=O)C3COc4ccccc4O3)nc2c1 (configuration not stated)	1.1%	nt	-1%	0%	5%
CC(C)CNC(=S)N1CCN(c2nc(-c3ccc(Cl)cc3)cs2)CC1	i	?	-1%	-1%	9%
COc1ccc(OC)c(NC(=O)c2ccc(NC(C)=O)cc2)c1	3.3%	-8%	8%	-1%	1%

Entries listed so far with a CF3 group, in the order listed:
mol	VEEV TC-83 Vero	tuberculosis growth	influenza NS1A	Salmonella PhoP GFP	H37Rv inhibition
COc1ccc(C)cc1NC(=O)CC(O)(C(F)(F)F)C(F)(F)F	i	3%	-2%	11%	-1%
O=c1c2ccc(Cl)cc2nc(-c2cccc(C(F)(F)F)c2)n1O	8.0%	0.33µM*	-29%	-12%	?
CC(=O)C[C@H]1c2cc(C(F)(F)F)ccc2S(=O)(=O)N1C1CCCCC1	i	20%	-18%	-21%	15%

Taken from above.
Reading for CC1CN(c2cc(=O)n(-c3ccc(Cl)cc3)c(=O)[nH]2)CC(C)O1 (configuration not stated) in influenza NS1A: 17%
Reading for CC1(C)CC2CC(C)(CN2/C=N/c2sc3c(c2C#N)CC(C)(C)NC3(C)C)C1 (configuration not stated) in Salmonella PhoP GFP: 3%

Continuation:
mol	VEEV TC-83 Vero	tuberculosis growth	influenza NS1A	Salmonella PhoP GFP	H37Rv inhibition
NC(=O)c1ccc(NC(=O)COC(=O)CCCc2c[nH]c3ccccc23)cc1	1.4%	15%	7%	6%	5%
COc1cc(/C=N/NC(=O)c2cccc(NC(=O)c3ccccc3Cl)c2)ccc1O	2.3%	46%	-1%	-2%	8%
O=C(CCC(=O)OCC(=O)c1ccc(F)cc1)NC1CCCCC1	0.8%	-1%	5%	-2%	-7%
O=S(=O)(c1ccccc1)c1nc(Nc2cccc(O)c2)sc1Cl	9.1%	18%	-2%	-3%	5%
COCc1c(C(=O)N/N=C(/C)c2ccccc2)nnn1-c1nonc1N	0.2%	-23%	-1%	-5%	-2%
CCNS(=O)(=O)c1ccc(OCCNS(C)(=O)=O)cc1	0.5%	-8%	17%	-7%	-9%
CC(C)c1nc(SCC(=O)c2ccccc2)c2c(=O)n(C)c(=O)n(C)c2n1	i	-12%	-6%	-2%	-6%
CC(=O)N1N=C(c2ccccc2)OC1c1cccnc1 (configuration not stated)	1.3%	1%	3%	9%	8%
COc1ccc(C(CNC(=O)c2ccc(C)c(S(=O)(=O)Nc3ccccc3OC)c2)N2CCCC2)cc1 (configuration not stated)	2.7%	46%	-3%	-1%	-4%
COc1cccc(CNC(=O)CCC2CCCN(C(=O)CCc3c(C)noc3C)C2)c1 (configuration not stated)	0.6%	-14%	2%	4%	-4%
Cc1nnc(Sc2nc3c(c(=O)n(C)c(=O)n3C)n2Cc2ccc(Cl)cc2)s1	i	-14%	2%	0%	-1%
O=c1ccc(/C=C/c2ccccc2)nn1Cc1ccc(Cl)cc1Cl	0.3%	13%	-1%	-14%	5%
CCOCCCNC(=O)c1ccc2c(c1)OCO2	6.3%	-13%	9%	2%	4%
COc1cccc(C(O)c2nc3ccccc3n2C(C)C)c1 (configuration not stated)	1.2%	38%	1%	-1%	-1%
Nc1c(N(Cc2ccccc2)C(=O)COc2ccc([N+](=O)[O-])cc2)c(=O)[nH]c(=O)n1Cc1ccccc1	5.3%	nt	-16%	nt	nt
O=C(NNC1=Nc2ccccc2SC1)c1ccc(F)cc1	3.2%	i	-23%	5%	?
CC1(C)C2([N+](=O)[O-])CN3CC1([N+](=O)[O-])CN(C2)C3C(O)C(O)C(O)CO (configuration not stated)	1.4%	-6%	24%	8%	-3%
O=S(=O)(NCCc1csc(-c2ccccc2)n1)c1ccc2c(c1)OCCO2	i	28%	-20%	10%	-1%
CC(OC(=O)c1cc2sccc2n1C)C(=O)NCC1CCCO1 (configuration not stated)	2.4%	-9%	5%	-9%	-8%
COc1cc(Cc2nccc3cc(OC)c(OC)cc23)c(NC(C)=O)cc1OC	0.2%	-15%	-4%	6%	-4%
COc1ccc(C)cc1-n1nnnc1SCC(=O)c1cc(C)n(Cc2ccco2)c1C	2.3%	2%	5%	12%	-2%
CCn1c(CN2CCOCC2)nnc1SCC(=O)Nc1cccc(C)c1	3.0%	-4%	-5%	-1%	-10%
COc1ccccc1NC(=O)CN1CCN(CC(=O)Nc2cc(NC(C)=O)ccc2OC)CC1	3.1%	4%	-5%	0%	5%
CCc1cccc(OCC(=O)Nc2ccc(S(=O)(=O)Nc3onc(C)c3C)cc2)c1	0.4%	nt	0%	15%	1%
CCN(CC)CC(O)COc1ccccc1C(=O)CCc1ccccc1 (configuration not stated)	i	9%	2%	-7%	3%
O=S(=O)(NCCCN1CCOCC1)c1ccc(F)c(Cl)c1	1.6%	-10%	-16%	nt	-8%
